S1P3 antagonist: S1P3 (human) receptor antagonism; Q99500; actives 0.27% (n = 170,000); inhibition, % at 4.98 µM; AID 485; CHO S1P3 NFAT-BLA reporter, FRET fluorescence, antagonist mode;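 active means inhibition above the plate cutoff, the mean inhibition of test wells on that plate plus 3 SD, cut at about 28% in these data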;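 further: cells challenged with S1P at its EC80 of 0.8 µM; blue over green emission ratio from cleaved BLA substrate after 4 h stimulation; 0% = S1P-stimulated wells and 100% = unstimulated DMSO-only wells; some compounds past the cut are filed as inactive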
TNAP inh no acc: blocks human TNAP activity with no phosphate acceptor present; inhibition, % at 20 µM; actives 0.26% (n = 200,000); purified TNAP, CDP-star luminescence, 30 min;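 active means tissue-nonspecific alkaline phosphatase inhibition above about 50% at 20 µM in the single-dose screen, limit read from the data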;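 further: 0% = DMSO negative control and 100% = EDTA positive control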
Target sequence (P05186 whole entry, looked up): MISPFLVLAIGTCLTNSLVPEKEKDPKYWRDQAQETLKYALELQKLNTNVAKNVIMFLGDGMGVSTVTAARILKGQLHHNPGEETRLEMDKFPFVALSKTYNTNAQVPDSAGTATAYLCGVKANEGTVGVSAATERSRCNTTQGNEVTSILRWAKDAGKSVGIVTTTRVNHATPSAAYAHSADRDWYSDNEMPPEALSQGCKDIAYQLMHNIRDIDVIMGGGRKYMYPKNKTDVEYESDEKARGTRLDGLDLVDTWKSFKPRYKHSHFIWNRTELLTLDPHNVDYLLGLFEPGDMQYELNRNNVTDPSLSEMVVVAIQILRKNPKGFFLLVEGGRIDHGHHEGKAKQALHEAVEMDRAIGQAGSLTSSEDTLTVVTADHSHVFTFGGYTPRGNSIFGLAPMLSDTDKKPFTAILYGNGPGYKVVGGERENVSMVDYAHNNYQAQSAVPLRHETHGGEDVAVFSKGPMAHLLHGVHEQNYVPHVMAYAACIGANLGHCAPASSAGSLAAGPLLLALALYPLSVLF
PMI act hi M6P: activators of human phosphomannose isomerase at near-saturating mannose 6-phosphate | activation factor at 20 µM | coupled PMI enzyme assay, resazurin fluorescence, 20 min; hits give high values; 1 = untreated enzyme, 0 = substrate-free blank | P34949 | AID 1216 | actives 0.34% (n = 190,000);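 active means activation factor of 2 or more at 20 µM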
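Material: human phosphomannose isomerase with PGI, G6PDH, diaphorase coupling enzymes; amount: PMI at 15 ng/mL final; also added: Mannose-6-phosphate 1.0 mM (near-saturating) plus 0.22 mM NADP+; incubation: enzyme reaction with compound 20 min at room temperature; signal: resorufin fluorescence (Ex 544/Em 590 nm) from resazurin via diaphorase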
TNAP inh hi DEA: TNAP (human) inhibition, high acceptor. P05186. purified TNAP, CDP-star luminescence, 1 M DEA. inhibition, % at 20 µM. actives 0.03% (n = 200,000). AID 1135;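 active means over 50% inhibition of tissue-nonspecific alkaline phosphatase at 20 µM in the single-dose screen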;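 further: plate controls were DMSO wells for no effect and EDTA-quenched wells as full inhibition for full effect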
L major viab: Leishmania major promastigote growth inhibition; actives 9% (n = 200,000); AID 1063; inhibition, % at 10 µM; Leishmania major promastigotes, resazurin fluorescence viability; in the data active means inhibition above about 50%;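 further: promastigotes grown with compound for 44 hours at 28 °C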
PMI activator: activators of human phosphomannose isomerase; activation factor at 20 µM; purified human PMI, coupled resazurin fluorescence, 20 min; hits give high values; 1 = vehicle control, 0 substrate-free wells; actives 0.005% (n = 190,000); AID 1214; P34949;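 active means activation factor of 2 or more at 20 µM, relative to plate controls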
Hsp70 activator: transcriptional activators of Hsp70; HeLa Hsp70 promoter luciferase reporter, luminescence; scaled: vehicle 0, proteasome-inhibitor control 100%; activation, % at 10 µM; actives 0.04% (n = 200,000);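 active means activation above the mean across all tested compounds plus 3 SD, cutoff set per campaign, cut at about 5.5% in these data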;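 further: 100% = MG132 at 30 µM as the positive control and 0% = DMSO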
RAM network inh: blocks the yeast RAM network. inhibition, % at 50 µM. actives 1.8% (n = 190,000). AID 868. S. cerevisiae dse1pr::URA3 reporter, 5-FOA growth OD615, 2 d; analog-sensitive cbk1-as2 kinase mutant strain;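 active means inhibition above a set limit, 3 SD over mean compound inhibition, cut at about 8.4% in these data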;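 further: 0% = DMSO-only wells with no growth and 100% = 10 µM 1-NA-PP1 full growth; inhibition rescues growth on 5-FOA so higher OD means more RAM inhibition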
DTT redox prof: compounds producing H2O2 with reducing agent – biochemical, NIH compound library profiling, artefact control for MLSCN library redox annotation, primary screen; DTT-dependent redox cycling H2O2, phenol red/HRP absorbance; 100% = 100 µM peroxide control, 0% = buffer; activation, % at 10 µM; actives 0.03% (n = 200,000);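 active means activation of at least 50% relative to the plate's high and low controls in the primary single-dose screen; inactive means activation below 50%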;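 further: compound incubated with DTT at 0.8 mM final as the reducing agent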
Efa HMGR inh: inhibitors of class II HMG-CoA reductase from Enterococcus faecalis. inhibition, % at 10 µM. actives 0.41% (n = 190,000). purified E. faecalis HMGR, NADPH absorbance 340 nm kinetic;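 active means inhibition above a set limit, the median over all tested compounds plus 3 SD, cut at about 9.5% in these data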;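 further: enzyme runs in reverse so mevalonate oxidation gives rising NADPH absorbance; 0% = complete reaction with DMSO and 100% = background rate lacking mevalonate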
* marks the source's active call; other numbers are inactive results; nt = not tested or not shown.

1. CC1CCCN(c2nc3ccccc3nc2C(C#N)S(=O)(=O)c2cccs2)C1 (stereo unspecified)
2. Cc1cc(N2CCOCC2)nc2ccccc12
3. CCOc1ccc(S(=O)(=O)c2c(C(=O)c3ccccc3)cnc3cc4c(cc23)OCCO4)cc1
4. O=C(N/N=C1\CCc2ccccc21)c1ccc(O)cc1
5. O=C(NCc1cccc2ccccc12)Nc1ccccc1
6. O=C(O)c1cc(-c2ccccc2)n[nH]1
7. CCN(CC)S(=O)(=O)c1cc(OCC(N)=O)c(C)cc1Cl
8. CCOC(=O)N1CCc2c(sc3c2c(=O)n(Cc2ccccc2)c(=O)n3Cc2ccc(C)cc2)C1
Assay by compound | 1 | 2 | 3 | 4 | 5 | 6 | 7 | 8
S1P3 antagonist | nt | nt | -10 | -11 | -5 | nt | -10 | -1
TNAP inh no acc | -8 | -5 | 9 | 0 | -18 | 86* | -5 | -6
PMI act hi M6P | 1.7 | 1 | 1 | 0.9 | 1 | 1.1 | 1 | 1
TNAP inh hi DEA | -2 | -1 | -2 | -4 | -10 | 2 | -1 | -3
L major viab | -1 | 0 | 36 | -1 | 18 | -6 | -7 | 41
PMI activator | 0.6 | 1 | 0.9 | 1 | 1 | 1.1 | 1 | 1
Hsp70 activator | -0.4 | 0.6 | -0.4 | 0.3 | 0.6 | -0.2 | -0.2 | -0.2
RAM network inh | 5.5 | 2.2 | 3.4 | 0.9 | 2.0 | 0.2 | -0.9 | 5.5
DTT redox prof | 0.3 | 0.6 | 1.5 | 0.1 | 0.2 | 1.1 | -0.1 | 1.2
Efa HMGR inh | -1 | -1 | -4 | 12* | -3 | -3 | -4 | -3

9. COc1ccc(C(=O)CSc2n[nH]c(-c3ccco3)n2)cc1
10. CCCCCOC(=O)CSc1nnc(-c2cc(OC)c(OC)c(OC)c2)o1
11. CCOC(=O)Nc1nnc(-c2ccc(OC)cc2)s1
12. O=C(CN1CCN(Cc2ccccc2)CC1)Nc1cccc(S(=O)(=O)N2CCCCCC2)c1
13. O=C(Cn1cc([N+](=O)[O-])nc1[N+](=O)[O-])N1CCN(c2ccccc2)CC1
14. Cc1n[nH]c(=O)nc1NCCN(C)C
15. O=C(CCSCc1ccc(Cl)cc1)NCc1cccnc1
16. CN1CCN(C(c2cccc(Cl)c2)c2ccccc2Cl)CC1 (stereo unspecified)
Assay by compound | 9 | 10 | 11 | 12 | 13 | 14 | 15 | 16
S1P3 antagonist | -12 | -1 | nt | 5 | 5 | -9 | 22 | 1
TNAP inh no acc | 1 | -5 | -2 | -11 | -6 | -5 | -13 | 2
PMI act hi M6P | 0.8 | 0.8 | 1.1 | 1 | 0.7 | 0.9 | 1.2 | 1.1
TNAP inh hi DEA | -1 | 0 | -3 | -2 | -1 | -1 | -7 | -3
L major viab | -4 | -2 | 0 | 79* | 100* | -2 | -8 | 98*
PMI activator | 1 | 0.8 | 1.1 | 1 | 0.9 | 0.9 | 1.1 | 1.2
Hsp70 activator | -0.4 | -0.2 | -0.1 | -0.3 | 0.4 | -0.2 | -0.1 | -0.4
RAM network inh | 3.4 | -0.3 | 1.4 | -0.4 | 2.1 | 1.9 | -0.9 | -0.1
DTT redox prof | -3.0 | -0.4 | -0.2 | 0.2 | -1.0 | -1.2 | -0.6 | 0.5
Efa HMGR inh | -5 | 1 | 3 | -3 | -5 | -10 | -4 | -3

17. CCOC(=O)c1sc(NC(=O)c2cc(-c3ccccc3C)nc3ccccc23)c(C#N)c1C
18. Nc1nc(CSc2nc3ccccc3s2)nc(Nc2ccccc2)n1
19. CC1(C)CC2CC(C)(CN2S(=O)(=O)c2ccc(C(=O)Nc3ccc(S(=O)(=O)N4CCOCC4)cc3)cc2)C1 (stereo unspecified)
20. COCCCN1CCc2[nH]c(=S)[nH]c(=O)c2C1
21. CCCC(=O)Nc1ccc(Cl)c(NC(=O)c2cccnc2)c1
22. CC(=O)NC(Cc1ccccc1)C(C)=O (stereo unspecified)
23. Cc1ccc(S(=O)(=O)c2c(COC(=O)c3ccc(Cl)cc3)c(-c3ccccc3)nn2C)cc1
24. O=C(CSc1nc2ccccc2[nH]1)NCCc1ccc(Cl)cc1
25. O=S(=O)(c1ccc2nc(COc3ccc(Cl)cc3Cl)[nH]c2c1)N1CCOCC1
Assay by compound | 17 | 18 | 19 | 20 | 21 | 22 | 23 | 24 | 25
S1P3 antagonist | nt | 3 | -12 | -12 | 4 | -5 | nt | 11 | -15
TNAP inh no acc | -7 | 10 | -9 | -4 | -7 | -4 | -9 | -49 | -12
PMI act hi M6P | 0.9 | 0.9 | 0.9 | 0.9 | 0.9 | 1 | 0.9 | 1 | 0.9
TNAP inh hi DEA | -4 | -4 | 2 | 0 | -1 | -4 | -8 | -4 | -4
L major viab | 1 | -1 | 99* | -2 | 5 | -6 | 25 | 56* | 19
PMI activator | 0.5 | 0.8 | 0.7 | 1 | 0.9 | 1.1 | 1 | 1 | 0.9
Hsp70 activator | -0.2 | -0.3 | -0.1 | 0.0 | 1.2 | -0.1 | -0.7 | -0.4 | 0.0
RAM network inh | 0.7 | 5.7 | 3.4 | 2.5 | 0.0 | 0.7 | 4.0 | -1.6 | 5.9
DTT redox prof | 1.1 | -0.8 | 0.5 | 0.3 | 0.9 | -0.5 | 0.5 | 0.2 | 1.8
Efa HMGR inh | -3 | 1 | -2 | -7 | 0 | -2 | -1 | -8 | -1

Of the compounds above, 7 have a Cl atom.
7. CCN(CC)S(=O)(=O)c1cc(OCC(N)=O)c(C)cc1Cl
15. O=C(CCSCc1ccc(Cl)cc1)NCc1cccnc1
16. CN1CCN(C(c2cccc(Cl)c2)c2ccccc2Cl)CC1 (stereo unspecified)
21. CCCC(=O)Nc1ccc(Cl)c(NC(=O)c2cccnc2)c1
23. Cc1ccc(S(=O)(=O)c2c(COC(=O)c3ccc(Cl)cc3)c(-c3ccccc3)nn2C)cc1
24. O=C(CSc1nc2ccccc2[nH]1)NCCc1ccc(Cl)cc1
25. O=S(=O)(c1ccc2nc(COc3ccc(Cl)cc3Cl)[nH]c2c1)N1CCOCC1
Assay by compound | 7 | 15 | 16 | 21 | 23 | 24 | 25
S1P3 antagonist | -10 | 22 | 1 | 4 | nt | 11 | -15
TNAP inh no acc | -5 | -13 | 2 | -7 | -9 | -49 | -12
PMI act hi M6P | 1 | 1.2 | 1.1 | 0.9 | 0.9 | 1 | 0.9
TNAP inh hi DEA | -1 | -7 | -3 | -1 | -8 | -4 | -4
L major viab | -7 | -8 | 98* | 5 | 25 | 56* | 19
PMI activator | 1 | 1.1 | 1.2 | 0.9 | 1 | 1 | 0.9
Hsp70 activator | -0.2 | -0.1 | -0.4 | 1.2 | -0.7 | -0.4 | 0.0
RAM network inh | -0.9 | -0.9 | -0.1 | 0.0 | 4.0 | -1.6 | 5.9
DTT redox prof | -0.1 | -0.6 | 0.5 | 0.9 | 0.5 | 0.2 | 1.8
Efa HMGR inh | -4 | -4 | -3 | 0 | -1 | -8 | -1

High-throughput results (PubChem BioAssay)
